Siah-1 displacement: blockers of Siah-1 interaction with plectin peptide – biochemical, fluorescence polarization, rhodamine-plectin, uHTS, primary screen (AID 1817); hit rate 0.02% among 290,000; one-dose displacement, % at 20 µM; IC50 in µM for titrated hits; Siah-1 / rhodamine-plectin peptide fluorescence polarization; higher % means a stronger effect;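 active = displacement of at least 50% at 20 µM, with a fluorescence ratio check between 0.3 and a set limit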;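 also: plate controls were Siah plus tracer with DMSO for no effect and tracer alone without Siah for full effect; strong numbers were not always called active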
PMI inhibition: human PMI inhibitors, high substrate, primary screen, biochemical, fluorescence intensity, high mannose 6-phosphate (AID 1220). recombinant PMI enzyme, coupled fluorescence intensity; higher % means a stronger effect. hit rate 0.66% among 190,000. inhibition, % at 20 µM, or IC50 in µM where a hit was titrated; in the data active = inhibition above about 50%
ER stress rescue: protection against thapsigargin-triggered cell killing – 384-well, CSM14.1, ATP luminescence, primary screen (AID 1222); 190,000 tested, under 10 active; CSM14.1 thapsigargin-induced death rescue, ATP luminescence; higher % means a stronger effect; one-dose cellular ATP content (survival), % at 20 µM; EC50 in µM for titrated hits;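 active = EC50 below 50 µM in the dose-response confirmation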;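 also: death triggered by thapsigargin at about 15 µM added after 2 h compound pretreatment; cell ATP read after overnight thapsigargin exposure of roughly 18 to 22 hours; normalized against plate controls of thapsigargin alone and 5% DMSO vehicle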
M1AAP inhibition: malaria alanyl aminopeptidase activity blockers – biochemical, fluorogenic H-Leu-NHMec substrate, 1536-well (AID 1445); recombinant M1AAP, H-Leu-NHMec fluorogenic kinetic assay; higher % means a stronger effect; inhibition, % at 30 µM, or IC50 in µM where a hit was titrated; hit rate 0.42% among 220,000;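 active = primary inhibition above the hit cutoff, then over 50% inhibition at one or more dose response concentrations, cut at about 23% in these data, passing the limit was not always enough; inconclusive = conflicting primary data, or primary hits not chosen for dose response; inactive = low primary inhibition, or under 50% at every dose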;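 also: plate controls were DMSO full reaction for no effect and no enzyme background for full effect; strong numbers were not always called active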
Salmonella PhoP GFP: PhoP-dependent GFP reporter repression – Salmonella Typhimurium, primary screen (AID 1863); S. Typhimurium PhoP-regulated promoter GFP reporter, 4 h; higher % means a stronger effect; one-dose inhibition, % at 50 µM; IC50 in µM for titrated hits; hit rate 0.16% among 300,000;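 active = inhibition over 29.93%, a cutoff 3 SD above the screen mean, later confirmed by dose response; inconclusive = inhibition over 29.93% but no dose response follow-up; inactive = inhibition at most 29.93% or unconfirmed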;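 also: 0% = low Mg2+ inducing control and 100% = high Mg2+ repressing control; strong numbers were not always called active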
XIAP displacement: small molecules displacing peptide from XIAP – biochemical, IAP family, fluorescence polarization (AID 1018); XIAP BIR domain, fluorescence polarization peptide displacement; higher % means a stronger effect; displacement, % at 20 µM; hits with a dose series show IC50 in µM; hit rate 0.007% among 200,000; in the data active = displacement above about 50%; also: a part of the inactive calls stands beside numbers as strong as those of hits
Yfh1-depleted yeast: enhancers of respiration in Yfh1-depleted yeast, dose response, Friedreich's ataxia, plus single-dose screen (AID 1465); S. cerevisiae Yfh1-off respiration, WST-1 reduction, 72 h; higher fold induction means a stronger effect; hit rate 0.074% among 220,000; one-dose fold induction at 50 µM; EC50 in µM for titrated hits;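 active = fold induction of absorbance versus untreated yeast above a set limit, then at least 30% activation at any dose in follow-up; inconclusive = repeats straddling the limit, or above it without dose testing; inactive = fold induction below the set limit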;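 also: activators that raise dye reduction in frataxin-depleted yeast; strong numbers were not always called active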
West Nile antiviral: West Nile virus antiviral activity, cell-based, CPE readout (AID 1621). CPE inhibition, % at 10 µM; hits with a dose series show IC50 in µM. West Nile virus-infected cells, CPE inhibition; higher % means a stronger effect. hit rate 0.02% among 290,000; in the data active = a potency from the dose series; inconclusive = CPE inhibition mostly from about 3.7% at the one dose, without a potency; inactive = the rest, 99 in 100 with CPE inhibition below about 2.2%; also: strong numbers were not always called active
M17LAP inhibition: P. falciparum M17LAP inhibitors, primary screen, biochemical, fluorogenic H-Leu-NHMec substrate, 1536-well (AID 1619); recombinant M17LAP, H-Leu-NHMec fluorogenic kinetic assay; higher % means a stronger effect; hit rate 0.38% among 220,000; one-dose inhibition, % at 30 µM; IC50 in µM for titrated hits;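 active = compound inhibiting the enzyme by more than half at any dose during confirmatory dose-response retesting; inconclusive = strong single-dose inhibitors picked by rank but not retested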;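 also: plate controls were full reaction with DMSO carrier for no effect and no enzyme background for full effect; strong numbers were not always called active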
* hit, by the source's call; i = inactive; ? = inconclusive; · = not tested or not shown.

nr	structure	Siah-1 displacement	PMI inhibition	ER stress rescue	M1AAP inhibition	Salmonella PhoP GFP	XIAP displacement	Yfh1-depleted yeast	West Nile antiviral	M17LAP inhibition
1	CC1CCc2nc(NC(=O)CN3CCOCC3)sc2C1 (stereo unspecified)	-2%	-12%	·	4%	1%	-2.2%	i	-0.2%	17%
2	Cc1c(C(=O)Nc2ccc(-c3nnc4n3CCCCC4)cc2)oc2c1ccc1ccccc12	0%	-4%	5.1%	1%	-5%	6.1%	i	?	6%
3	COc1ccc(C(=O)c2cc(C(C)=O)c(Nc3ccccc3)s2)cc1	-5%	29%	-0.8%	10%	-13%	-8.8%	i	-0.8%	0%
4	Fc1cccc2sc(Nc3nnc(-c4ccco4)o3)nc12	-7%	4%	-2.5%	-8%	-6%	-10%	i	0.5%	16%
5	O=C(Nn1cnnc1)c1ccncc1	0%	0%	-0.7%	2%	-1%	-2.8%	i	0.2%	-10%
6	Cn1c(SCC(=O)C(C)(C)C)nnc1-c1ccccn1	-4%	-24%	-1.1%	-6%	-3%	-4.0%	i	-0.6%	12%
7	CCOC(=O)c1c(C)oc2c1c(C(c1cccnc1)N1CCN(C)CC1)c(O)c1ccccc12 (stereo unspecified)	-2%	29%	0.8%	·	·	-15%	·	·	·
8	CCOC(=O)N1CCN(Cc2nc(N)nc(Nc3ccc(Cl)cc3)n2)CC1	0%	-10%	0.0%	5%	3%	-2.8%	i	-0.6%	4%
9	COc1ccc(C(=O)N(C(C)C)C(C)C)c(OC)c1	-2%	3%	-1.1%	-2%	-1%	-2.1%	i	-0.2%	11%
10	CSc1nc2ccc(Nc3nc(N4CCOCC4)nc(N4CCOCC4)n3)cc2s1	9%	-5%	·	-3%	-1%	0.3%	i	0.5%	5%
11	Cc1ccc(CC2C(=O)N(c3nc(C)cc(C)n3)C(=O)C2C)cc1 (stereo unspecified)	-4%	1%	-0.2%	1%	-2%	-11%	i	0.3%	-5%
12	O=C(CSc1nc2ccccc2o1)NCc1ccc2c(c1)OCO2	3%	23%	·	7%	6%	-10%	i	0.6%	-4%
13	COc1ccc(NC(=O)C2CCN(S(=O)(=O)c3ccc(C)cc3)CC2)cc1OC	6%	13%	0.2%	2%	-6%	-7.3%	i	-0.1%	-9%
14	C=CCn1c(SC(CCO)C(=O)NCc2ccco2)nc2sc3c(c2c1=O)CCC3 (stereo unspecified)	5%	-2%	-0.2%	14%	-4%	-4.4%	i	-0.3%	15%
15	COc1ccccc1OCCCCNCCO	2%	0%	0.6%	0%	-2%	-1.7%	i	-0.2%	5%
16	CCC(=O)N1N=C(c2c(-c3ccccc3)c3cc(Cl)ccc3[nH]c2=O)CC1c1ccco1 (stereo unspecified)	3%	0%	3.8%	22%	1%	0.9%	i	16%	-2%
17	CCCc1c(C(=O)Nc2ccc(F)cc2F)cnn1-c1ccccc1	3%	·	·	5%	-3%	·	i	-0.6%	12%
18	COCCNC(=S)NN=C1CCC(c2ccccc2)CC1 (stereo unspecified)	3%	-79%	-1.3%	8%	-2%	-6.2%	i	-0.1%	-9%
19	Cn1cnnc1SCC(=O)Nc1nc(-c2ccc(F)cc2)cs1	7%	-11%	2.1%	-6%	-1%	-4.6%	i	0.3%	2%
20	CCN(CC)c1ccc(-c2nn3c(-c4ccccc4OC)nnc3s2)cc1	-1%	10%	0.8%	18%	-5%	-2.9%	i	-0.5%	-10%
21	O=C(COC(=O)Cc1ccccc1F)Nc1ccc(SC(F)F)cc1	-4%	7%	-1.2%	0%	5%	3.3%	i	-0.3%	-1%
22	COc1ccc(C2=NN(CN3C(=O)C(=O)c4ccccc43)C(c3ccc(Br)cc3)C2)cc1 (stereo unspecified)	7%	2%	-4.4%	17%	-6%	-2.8%	i	-0.7%	2%
23	Cc1cccc(N(C)C(=O)c2cc3c(=O)[nH]c4ccc(C)cc4c3s2)c1	8%	·	·	0%	-10%	·	i	-0.3%	-9%
24	Cc1ccccc1OCCNC(=O)/C=C/c1ccc([N+](=O)[O-])cc1	0%	6%	-2.3%	2%	-12%	-2.8%	i	-1.1%	-22%
25	Cc1nn(Cc2ccc(Cl)c(Cl)c2)c(C)c1NC(=O)c1cc(C2CC2)on1	-4%	16%	0.0%	5%	-4%	-4.0%	i	-0.4%	-5%
26	CCOc1ccccc1NC(=O)NC1CCN(CC(=O)Nc2ccc3c(c2)OCCO3)CC1	1%	15%	1.2%	3%	10%	0.4%	i	0.0%	-7%
27	Cc1cc(C)c2nc(N3CCC(C(=O)N4CCN(C(=O)c5ccco5)CC4)CC3)sc2c1	-2%	2%	5.6%	4%	-6%	-2.7%	i	-0.6%	-1%
28	Cc1cc(C)c(-n2c(O)c(C=NCCN3CCOCC3)c(=O)[nH]c2=O)c(C)c1	2%	-30%	-1.7%	7%	-8%	-1.6%	i	0.2%	-11%
29	Cc1cc(Cl)c(S(=O)(=O)NCC2CCCO2)cc1OCC(N)=O (stereo unspecified)	-9%	-1%	-2.3%	-1%	-1%	-0.1%	·	0.6%	5%
30	O=C(O)CC(NC(=O)C12CC3CC(CC(C3)C1)C2)c1ccc2c(c1)OCO2 (stereo unspecified)	8%	-15%	-1.6%	7%	-11%	-5.0%	i	0.1%	3%
31	COc1ccccc1N1CCN(CC(=O)Nc2ccc(-n3cnnn3)cc2)CC1	0%	2%	1.4%	2%	2%	0.7%	i	-0.1%	-1%
32	COc1ccc(Br)cc1CN(C)C(=O)c1ccc2c(c1)NC(=O)C(C)S2 (stereo unspecified)	-3%	3%	-0.9%	7%	-6%	-2.6%	i	-1.1%	1%
33	CCn1c(=O)cc(SCC(=O)Nc2cc(OC)c(OC)c(OC)c2)c2ccccc21	3%	11%	1.0%	11%	-1%	-1.9%	i	0.3%	6%
34	CCCCC(CC)CNC(=O)C1CC=CCC1C(=O)O (stereo unspecified)	0%	-3%	0.9%	4%	-5%	-1.8%	i	-0.5%	43%
35	O=C(C1CCN(S(=O)(=O)c2cccnc2)CC1)N1CCN(c2ccccc2Cl)CC1	-1%	4%	-0.7%	5%	-7%	-1.6%	i	0.1%	-4%
36	O=C(NCCSc1ccccc1)c1ccc(Br)cc1	3%	-2%	1.8%	1%	4%	-6.7%	i	-0.4%	11%
37	Cc1ccc(/C=N/n2c(C)cc(C)c(C#N)c2=O)o1	1%	-2%	-0.5%	4%	-7%	-1.5%	i	0.5%	7%
38	Cc1cc(C)n2cc(CSc3ccc(Cl)cc3)nc2n1	3%	·	·	9%	-3%	·	i	0.1%	16%
39	O=C(Nc1ccc(Cl)cc1)N1CCC(c2ccccc2)C1 (stereo unspecified)	-2%	-1%	-15%	11%	-8%	-3.8%	i	-0.6%	2%
40	CC1CCCCN1C(=O)c1ccc(OC2CCN(S(=O)(=O)N(C)C)CC2)cc1 (stereo unspecified)	-1%	10%	1.5%	2%	-1%	-1.9%	i	-2.1%	11%
41	CC(=O)c1cccc(NC(=O)C23CC4CC(C2)CC(n2cncn2)(C4)C3)c1	-8%	2%	-1.6%	7%	1%	-4.1%	i	-0.3%	5%
42	COCC(C)n1c(SCc2nc(N)nc(Nc3ccccc3C)n2)nc2ccccc2c1=O (stereo unspecified)	-5%	5%	5.0%	4%	-5%	-7.8%	·	0.3%	5%
43	NNC(=S)NCc1cccnc1	-6%	-12%	-3.3%	7%	-6%	-2.2%	i	-0.4%	1%
44	CCOc1ccc(NC(=O)CCSc2ccc3ccccc3n2)cc1	0%	0%	1.4%	2%	2%	-0.8%	i	-0.3%	-11%
45	Cc1ccc(N(C(C)C(=O)O)S(=O)(=O)c2c(C)[nH]c(=O)[nH]c2=O)cc1 (stereo unspecified)	-3%	5%	-1.2%	0%	4%	0.4%	i	-0.1%	4%
46	CCOc1nc(NC(=O)NS(=O)(=O)Oc2ccccc2Cl)nc(-c2ccccc2)n1	1%	-4%	-1.7%	5%	11%	-8.7%	i	0.4%	0%
47	Cc1cccc(OCC(=O)Nc2ccc(S(=O)(=O)Nc3ccccn3)cc2)c1	-2%	16%	0.0%	-3%	6%	-7.8%	i	0.1%	4%
48	O=C1CN(C(=O)CSc2nnc(C3CC3)n2-c2ccccc2)c2ccccc2N1	-3%	10%	-1.7%	5%	14%	-6.2%	i	0.4%	8%
49	O=C(OCc1ccccn1)c1ccc(COc2ccc3ccccc3c2)o1	13%	·	·	3%	-5%	·	i	0.4%	-11%
50	O=c1[nH]c2c(s1)C(c1cccnc1)C1C3CCC(C3)C1S2 (stereo unspecified)	-4%	·	·	3%	-7%	·	i	0.0%	0%

Next structures
nr	structure	Siah-1 displacement	PMI inhibition	ER stress rescue	M1AAP inhibition	Salmonella PhoP GFP	XIAP displacement	Yfh1-depleted yeast	West Nile antiviral	M17LAP inhibition
51	Cc1oc2c(c1C(=O)Nc1cccc3ccccc13)CCCC2	-6%	4%	-0.9%	16%	15%	-9.8%	i	-0.2%	1%
52	COc1ccc(CNC(=O)C(C)N2C(=O)COc3ccc(C)cc32)c(OC)c1 (stereo unspecified)	2%	·	·	1%	-4%	·	i	0.2%	5%
53	CC(=O)Oc1ccc2c(=O)c(-c3ccccc3)coc2c1	-2%	3%	·	-1%	5%	-2.4%	i	0.2%	-11%
54	O=C(CN1CCCC1)Nc1ccccc1C(=O)c1ccccc1	5%	·	·	6%	-3%	·	i	-0.4%	-2%
55	Cc1ccc(N2C(=O)CC(N3CCN/C3=C3\CC/C(=C\c4ccccc4)C3=O)C2=O)cc1 (stereo unspecified)	1%	4%	-1.9%	-6%	-3%	-10%	i	0.5%	1%
56	O=[N+]([O-])c1cccc(C(=Nc2ccccc2)NO)c1	-3%	-18%	-1.5%	9%	-8%	-3.3%	i	-0.4%	3%
57	O=C(Oc1ccccc1N1C(=O)C2CCCCC2C1=O)c1ccccc1F (stereo unspecified)	-5%	6%	-1.2%	5%	2%	-12%	i	-0.7%	-12%
58	CCCc1nn(C)c(C(=O)Nc2ccc(Cl)cc2)c1Cl	4%	-7%	-0.5%	4%	-6%	-2.2%	i	-0.4%	-2%
59	CCCn1nc(Oc2nc(NCC)nc(NC(C)C)n2)ccc1=O	0%	-2%	-0.6%	-2%	0%	1.5%	i	0.6%	6%
60	COc1ccc(NC(=O)c2cccnc2SC)cc1OC	-1%	1%	-15%	-8%	-10%	-5.7%	i	0.1%	-6%
61	CC(=O)Nc1ccc(Cc2ccc3[nH]c(=O)cc(C)c3c2)cc1	0%	·	·	3%	-7%	·	i	0.3%	7%
62	CC1CCN(CCCNC(=O)c2cn(C)c3ccc(S(=O)(=O)N4CCCC4)cc3c2=O)CC1	-1%	20%	·	5%	-2%	-7.5%	i	-0.1%	12%
